# APOBEC3G inh: APOBEC3G (human) deaminase inhibition. Q9HC16. recombinant A3G, ssDNA deamination FAM/TAMRA fluorescence. inhibition, % at 20 µM. 0.28% of 330,000 active;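 active = inhibition of at least 40% at 20 µM, with no more than 30% in the related APOBEC3A deaminase screen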;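 note: plate controls were DMSO wells with A3G for no effect and wells lacking A3G enzyme for full effect; some compounds called inactive have numbers as strong as hits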
# Target sequence (Q9HC16 whole entry, looked up): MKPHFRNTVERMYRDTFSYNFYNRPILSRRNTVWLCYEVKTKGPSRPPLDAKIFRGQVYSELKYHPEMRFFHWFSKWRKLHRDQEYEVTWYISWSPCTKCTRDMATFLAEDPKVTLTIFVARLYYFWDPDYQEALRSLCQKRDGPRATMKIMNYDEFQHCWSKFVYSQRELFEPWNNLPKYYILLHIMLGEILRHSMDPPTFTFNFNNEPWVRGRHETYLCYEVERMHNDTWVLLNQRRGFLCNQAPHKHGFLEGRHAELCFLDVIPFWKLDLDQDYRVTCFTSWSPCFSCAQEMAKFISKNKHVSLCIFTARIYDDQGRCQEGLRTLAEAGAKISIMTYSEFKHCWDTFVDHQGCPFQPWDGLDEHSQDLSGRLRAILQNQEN
# APOBEC3A inh: blocks human APOBEC3A ssDNA deamination; recombinant A3A, FAM/TAMRA ssDNA deamination fluorescence; 0.41% of 330,000 active; inhibition, % at 20 µM; AID 493011; P31941;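 active = at least 40% inhibition at 20 µM here, with at most 30% in a related deaminase screen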;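 note: plate controls were A3A with DMSO for no effect and wells lacking A3A enzyme for full effect; some results filed as inactive read as strong as hits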
# Target sequence (P31941 whole entry, looked up): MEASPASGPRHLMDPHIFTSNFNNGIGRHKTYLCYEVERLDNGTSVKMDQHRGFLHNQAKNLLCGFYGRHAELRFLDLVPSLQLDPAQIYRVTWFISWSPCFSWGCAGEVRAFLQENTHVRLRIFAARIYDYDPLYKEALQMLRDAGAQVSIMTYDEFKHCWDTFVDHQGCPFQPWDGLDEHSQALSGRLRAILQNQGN
# SENP1 FRET inh: SENP1 (human) catalytic domain inhibition; 0.21% of 360,000 active; Q9P0U3; inhibition, % at 10 µM; recombinant SENP1 catalytic domain, CyPet-SUMO1-YPet FRET cleavage;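 active = inhibition at least 30% at 10 µM, raw YFP signal under a set limit, fluorescence ratio 0.5 to 1.5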;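 note: 0% = enzyme with DMSO and 100% = no enzyme wells; some results filed as inactive read as strong as hits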
# Target sequence (Q9P0U3 419-644 limits assumed): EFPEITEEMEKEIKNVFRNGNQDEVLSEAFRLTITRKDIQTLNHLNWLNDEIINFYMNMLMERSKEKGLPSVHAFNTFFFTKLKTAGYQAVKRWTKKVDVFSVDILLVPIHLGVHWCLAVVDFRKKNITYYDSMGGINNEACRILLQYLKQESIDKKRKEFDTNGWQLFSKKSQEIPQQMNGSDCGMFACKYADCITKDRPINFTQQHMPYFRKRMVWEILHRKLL
#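 Material: hSENP1 catalytic domain, recombinant; medium: Tris pH 8 with BME, BSA, NP40 and catalase; compound: single concentration of 10 µM compound, 0.5% DMSO final; technique: FRET read of cyan and yellow fluorescence; timing: 50 min enzyme reaction, room temperature, light-protected; reagent: SFCypet-SUMO1-SFYpet substrate at 25 nM; control set: no-enzyme low, enzyme-DMSO high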
# hIAP block: human IAP inhibition | P09923 | purified IAP, CDP-Star luminescence, 30 min | inhibition, % at 10 µM | 0.12% of 330,000 active;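 active = inhibition reaching a set limit with compound at 10 µM in the primary screen, cut at about 35% in these data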;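 note: plate controls were DMSO wells with enzyme for no effect and no-enzyme buffer wells for full effect; values of inactives mirror those of a sister screen read the other way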
# NALP3 yeast inh: NALP3 inhibition in yeast | Yeast reconstituted NLRP3/ASC/caspase-1, beta-gal luminescence, 24 h | inhibition, % at 10 µM | AID 2825 | 0.39% of 330,000 active;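 active = inhibition of 50% or more; inactive = inhibition below 50%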;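 note: plate controls were induced DMSO wells for no effect and uninduced yeast grown without galactose for full effect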
# mIAP act: increases mouse intestinal alkaline phosphatase activity. activation factor at 10 µM. muIAP, CDP-Star luminescence, 30 min; active compounds read high; 1 = vehicle-only enzyme signal, 0 = enzyme-free wells. 0.24% of 330,000 active;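 active = activation factor of at least 2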; note: the source names both 10 and 20 µM as test concentration; values of inactives mirror those of a sister screen read the other way
#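 Assay system: mouse IAP enzyme / Compound: DMSO-dissolved test compounds / Timing: 30 min, room temperature / Measured by: luminescence from enzymatic CDP-Star hydrolysis / Control set: DMSO-only wells, enzyme-free buffer wells as negative control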
# mIAP inh: blocks mouse intestinal alkaline phosphatase; inhibition, % at 10 µM; purified mouse IAP, CDP-Star luminescence, 30 min; 0.2% of 330,000 active; AID 2806;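 active = inhibition of at least 40% at 10 µM in the primary screen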;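 note: plate controls were DMSO with enzyme for no effect and no enzyme wells for full effect; values of inactives mirror those of a sister screen read the other way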
# MIN6 prolif: induces beta-cell replication in MIN6 cells; MIN6 cells proliferation, ATPlite luminescence, 48 h; cells starved in 0.2% serum; 100% = growth in 10% serum; proliferation, % at 10 µM; 0.29% of 330,000 active;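 active = compounds whose signal lies at least 3.5 SD above the mean of all wells on their plate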;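 note: 0% = DMSO-treated cells in low-serum medium and 100% = 10% serum control; some compounds called inactive have numbers as strong as hits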
# hIAP act: human IAP activation. purified human IAP, CDP-Star luminescence, 30 min; active compounds read high; 1 = vehicle-only enzyme, 0 = enzyme-free background. activation factor at 10 µM. 0.16% of 330,000 active;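 active = activation factor of the enzyme at least 2-fold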; note: the source names both 10 and 20 µM as test concentration; values of inactives mirror those of a sister screen read the other way
# Numbers without * were called inactive; / = no result given. Only part of the results is shown. The share of hits here may be higher or lower than overall.
# Values in the order: APOBEC3G inh	APOBEC3A inh	SENP1 FRET inh	hIAP block	NALP3 yeast inh	mIAP act	mIAP inh	MIN6 prolif	hIAP act
COc1cccc(CCNc2ccc(N3C(=O)CC(C)C3=O)cc2[N+](=O)[O-])c1 (stereo not given)
 : -1	1	3	-1	17	1.1	-7	0	1
Cc1sc2nc(CSC(C)C(=O)Nc3ccc(C#N)cc3)[nH]c(=O)c2c1C (stereo not given)
 : -1	6	16	-2	8	0.93	8	-2	1
CC(/C=C/c1ccccc1)=N\NC(=O)c1ccc(Br)cc1
 : -9	-5	1	5	15	0.89	11	-3	0.95
Fc1ccc(CN2CCN(c3ncnc4scc(-c5ccc(F)cc5)c34)CC2)cc1
 : -4	-4	2	-9	11	1.1	-7	-7	1.1
CC12CCC(c3c(CO)nn(-c4ccccc4)c31)C2(C)C (stereo not given)
 : 3	4	3	8	-7	1	-4	-2	0.92
CCN(CC)CCN(C(=O)c1cc2ccccc2cc1OC)c1nc2ccc(F)cc2s1
 : -4	-5	1	-7	31	0.88	12	-7	1.1
CC(C)(C)[C@@H]1C=C(C(=O)O)O[C@H](OCCCCO)C1
 : -5	-3	3	3	7	0.92	8	3	0.97
CC12CCC(C(=O)Nc3cccc(Cl)c3)(C(Br)C1=O)C2(C)C (stereo not given)
 : -7	-3	2	4	31	1	-3	-2	0.96
CC1CC(C)CN(C(=O)COC(=O)CN2C(=O)c3ccccc3C2=O)C1 (stereo not given)
 : -4	-1	1	-12	5	1	0	-4	1.1
Cc1ccc(S(=O)(=O)/N=C(\N)c2ccc(F)cc2)cc1
 : 6	2	-1	-2	20	1.1	-8	0	1
O=c1cc(-c2ccccc2)[nH]c2[nH]n(-c3ccccc3)c(=O)c12
 : 1	1	1	6	6	0.89	11	-3	0.94
COCCn1c(-c2ccc3ccccc3c2)nc2c1c(=O)[nH]c(=O)n2CC(C)C
 : -8	-4	-16	-15	23	0.87	13	9.0*	1.1
O=C1CCC(C(=O)OC(C(=O)Nc2cc(Cl)cc(Cl)c2)c2ccccc2)=NN1 (stereo not given)
 : -4	-1	2	8	28	1.2	-16	2	0.92
CCNc1sc(C(=O)OCC)c(N)c1C#N
 : -10	-3	2	0	14	1	-4	-1	1
COc1ccc(C(=O)COC(=O)c2cc3ccccc3oc2=O)c(OC)c1
 : -2	5	-5	-6	33	0.99	1	-1	1.1
CCOc1ccccc1/C=N/NC(=O)c1cccc(Cl)c1
 : -1	2	1	-5	6	0.88	12	1	1.1
COc1ccc(CCNCC(O)Cn2ccc3ccccc32)cc1OC (stereo not given)
 : -9	-5	-3	-25	-7	1.1	-15	-1	1.3
CC1CCN(S(=O)(=O)c2cccc(S(=O)(=O)N3CCOCC3)c2)CC1
 : -6	-1	-1	8	-4	1	-4	-2	0.92
CC(=O)NC(CCS(C)(=O)=O)C(=O)Nc1cc(Cl)ccc1Cl (stereo not given)
 : -4	-3	2	5	11	0.97	3	4	0.95
COCCNC(=O)C(=O)NCC1OCCN1S(=O)(=O)c1ccc2c(c1)OCCO2 (stereo not given)
 : -8	-2	0	3	1	0.94	6	-1	0.97
CN(C)c1nc2c(c(=O)n(C)c(=O)n2C)n1Cc1ccccc1
 : -2	-2	-2	8	2	1.1	-6	3	0.92
CCOc1ccc(Nc2nc(Cl)nc(N3CCN(c4ccc(OC)cc4)CC3)n2)cc1
 : -3	2	2	-7	20	0.96	4	0	1.1
O=C(NCc1ccco1)C(c1ccccc1)N(Cc1ccccc1)C(=O)Cn1nnc2ccccc21 (stereo not given)
 : -5	-2	0	-14	2	1.1	-6	-1	1.1
Nc1ccc(Br)cc1C(=O)O
 : 1	2	1	-1	1	1	-4	0	1
Cn1nccc1NC(=O)CSCC(=O)O
 : 11	3	1	-6	2	0.96	4	0	1.1
CC(=O)OC[C@H]1O[C@@H](O/N=C(\C)CCN2CCCCc3nc(C)c(C)cc32)[C@H](OC(C)=O)[C@@H](OC(C)=O)[C@@H]1OC(C)=O
 : -7	-5	/	14	3	0.93	7	-4	0.85
CCCCCC(=O)NC(=S)Nc1ccccc1C(=O)OC
 : 0	3	1	-2	7	0.99	1	-3	1
Cc1ccc2[nH]c(=O)cc(C(=O)OCC(=O)c3ccc(F)cc3)c2c1
 : -2	6	-62	5	6	0.91	9	-4	0.95
CC1CCN(c2ccccc2NC(=O)c2cc([N+](=O)[O-])ccc2N2CCOCC2)CC1
 : -4	2	2	-23	9	0.91	9	-7	1.2
Cc1cc(=O)n2nc(N3CCCC(C(=O)N4CCN(c5ccccc5)CC4)C3)sc2n1 (stereo not given)
 : -1	-1	0	-6	-3	1	-4	-1	1.1
Cc1noc(C)c1NC(=O)Nc1ccc2c(c1)C(=O)N([C@H](C)CO)C[C@H](C)[C@@H](CN(C)S(=O)(=O)c1ccccc1)O2
 : 5	4	0	-9	21	1.3	-32	-1	1.1
O=C(Oc1cccc(C(=S)N2CCCCC2)c1)c1ccccc1
 : -5	1	1	16	26	0.87	13	-6	0.84
c1cnc2ccc(C(c3nnnn3C3CCCCC3)N3CCCCC3)cc2c1 (stereo not given)
 : -1	0	0	-10	-2	1	-2	1	1.1
CCc1nc(SCC(=O)Nc2cc(C)on2)n[nH]1
 : -7	2	-1	-10	-5	0.94	6	2	1.1
O=C(c1ccco1)N(Cc1cc2ccccc2[nH]c1=O)CC1CCCO1 (stereo not given)
 : -3	0	0	-6	20	0.99	1	-1	1.1
Cc1ccc(-n2cc(CN3CCN(Cc4nccn4C)CC3)c(-c3ccc(F)cc3)n2)cc1
 : -1	-2	1	-4	17	0.97	3	-5	1
COCCCNc1nc2ccccc2nc1NS(=O)(=O)c1cccs1
 : -2	-4	-25	5	-4	1.1	-9	-1	0.95
Cn1c(=O)cc(SCC(=O)NCCCN2CCN(c3ccc(F)cc3)CC2)c2ccccc21
 : -7	-4	-2	14	1	0.86	14	-4	0.85
CC(NC(=O)c1ccccc1Br)c1nnc(SCc2ccc([N+](=O)[O-])cc2)n1C (stereo not given)
 : -7	-2	2	-16	-15	1	-4	1	1.2
O=C(COc1ccc(C(=O)c2ccccc2)cc1)NCc1ccc(F)cc1
 : 0	2	2	-21	14	0.97	3	-2	1.2
COc1cccc(CNc2ccc(S(=O)(=O)N3CCCC3)cn2)c1
 : 2	3	-5	0	38	1.1	-7	-1	1
COc1ccc(CNC(=O)CN(C2CCCCC2)S(C)(=O)=O)cc1
 : -3	2	3	-7	20	0.97	3	0	1.1
Cc1ccc(N2C(=O)c3ccccc3C2Nc2ccccc2)nc1 (stereo not given)
 : -7	-4	2	15	6	0.97	3	-1	0.85
Cc1nn(-c2ccccc2)c(Cl)c1/C=N/NC(=O)c1ccnn1C
 : -8	-3	-3	-2	14	0.9	10	3	1
Cc1cccc(-n2c(CCc3ccccc3)nnc2SCC(=O)c2ccccc2)c1
 : -7	-4	4	7	11	0.86	14	-3	0.93
O=C(O)CCCC(=O)Nc1ccccc1Br
 : 1	4	0	14	22	1	-3	-2	0.86
CC(=O)N1CCOc2ccc(S(=O)(=O)N3CCC(C(=O)Nc4cc(C)ccc4C)CC3)cc21
 : -4	-2	1	-26	17	1.1	-6	-3	1.3
Cc1c(C(=O)NCc2ccco2)cccc1[N+](=O)[O-]
 : 1	5	1	7	19	0.94	6	-1	0.93
CCOC(=O)Nc1cccc(Cl)c1C
 : -3	-1	-1	-3	-13	0.97	3	2	1
Cc1cccc(CN2CCN(c3nc4nonc4nc3NC3CC3)CC2=O)c1
 : -8	-4	1	-13	20	0.95	4	0	1.1
CCn1c(SCC(=O)Nc2cc(OC)ccc2OC)nnc1C1CCCCC1
 : 1	-1	0	-9	5	0.99	0	-2	1.1
Cc1ccc(CNC(=O)C2CCN(S(=O)(=O)c3cccs3)CC2)cc1
 : -1	-1	2	-23	-9	1	-4	-2	1.2
COc1ccc(C2(CNC(=O)c3ccc(OC)c([N+](=O)[O-])c3)CCOCC2)cc1OC
 : 2	1	0	14	-1	1.1	-6	-2	0.86
COCC(=O)N(C)C1(c2nnnn2CCOC(=O)Nc2ccc(Cl)cc2)CCCC1
 : -5	-4	1	-15	9	1.1	-15	-2	1.1
COc1cc(OC)cc(-c2nnc(NC(=O)Cc3ccc(F)cc3)o2)c1
 : -5	0	1	-21	-1	0.93	7	0	1.2
CC(=O)c1cccc(NS(=O)(=O)c2cc(-c3cnc(C4CC4)o3)ccc2C)c1
 : -10	-1	-1	-21	-3	1	-1	-2	1.2
COc1ccc(CNC(=O)COC(=O)C2CC2C)cc1OC (stereo not given)
 : -9	6	3	-4	5	0.92	8	-3	1
COc1cc2c(cc1OC)C(c1ccccc1)N(C(=O)c1cccc(S(C)(=O)=O)c1)CC2 (stereo not given)
 : -7	-2	0	5	9	0.93	7	-1	0.95
O=C(/C=C/Nc1ccccc1)c1ccccc1
 : -7	-4	-26	-5	22	1	-4	-4	1
CC1CC(C)CN(c2nc3c(c(=O)n(C)c(=O)n3C)n2CCSc2ncccn2)C1 (stereo not given)
 : 5	1	2	2	2	1.1	-8	9	0.98

# Next structures follow:
# Values in the order: APOBEC3G inh	APOBEC3A inh	SENP1 FRET inh	hIAP block	NALP3 yeast inh	mIAP act	mIAP inh	MIN6 prolif	hIAP act
O=C(Nc1nnc(SCC(=O)N2CCOCC2)s1)C1CC(=O)N(c2ccccc2)C1 (stereo not given)
 : -9	-2	0	-1	7	1	-2	-1	1
CCOc1cc(NC(=O)C2CCCO2)c(OCC)cc1NC(=O)C1CC1 (stereo not given)
 : -5	-2	-5	6	19	0.89	11	1	0.94
Cc1ccc(NC(=O)C2CC(=O)N(C(C)c3ccccc3)C2)cc1 (stereo not given)
 : -6	-2	2	1	4	0.97	2	2	0.99
O=C(COc1cccc(F)c1)Nc1nc(-c2cccnc2)cs1
 : 0	2	-14	6	11	0.78	22	-3	0.94
CCN(CC)c1ccc(C=Nc2cc(C)cc(C)c2)c(O)c1
 : 2	1	-5	-15	16	0.98	2	-1	1.2
c1ccc2c(Nc3nc(N4CCOCC4)c4ccccc4n3)cccc2c1
 : -5	-3	-11	6	47	0.97	3	-5	0.94
Cc1ccc(S(=O)(=O)Nc2ccc(C(OC(=O)c3ccccc3[N+](=O)[O-])(C(F)(F)F)C(F)(F)F)cc2)cc1
 : -6	-2	2	-17	7	0.9	10	0	1.2
CCOC(=O)Nc1sc2c(c1C(=O)OCC)CCC2
 : -1	-4	-2	-8	28	0.97	3	1	1.1
O=C(CSc1nnc(-c2ccc(F)cc2)o1)c1ccc2c(c1)OCCO2
 : -13	-3	-1	-1	16	1	-5	-3	1
Cc1ccc(C)c(NC(=O)CCN2CC(C)CC(C)C2)c1 (stereo not given)
 : -10	-5	0	4	25	1	-3	-2	0.96
CCc1ccccc1NC(=O)CC(O)(C(=O)OC)C(F)(F)F (stereo not given)
 : 0	5	5	-9	4	1.1	-8	0	1.1
CCCN(CCC)CCNC(=O)C(NS(=O)(=O)c1ccc2c(c1)CCC(=O)N2)c1ccccc1 (stereo not given)
 : -5	-3	0	9	6	0.97	2	1	0.91
